Source: PubChem BioAssay
NCOA1 inh: inhibitors of human steroid receptor coactivator 1 (SRC1); Q15788; HEK293 GAL4-SRC1 luciferase reporter, luminescence; inhibition, % at 3.6 µM; 0.12% of 360,000 active; AID 588354;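 active = inhibition above the campaign mean plus 3 SD, with each screening campaign given its own cutoff, cut at about 60% in these data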;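 note: 0% = DMSO treated cells and 100% = gossypol at 36 µM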
TROY signal inh: blocks TROY-dependent signaling in reporter cells; Q293 LMP1-TROYcd NF-kB luciferase reporter, 4 h; inhibition, % at 10 µM; 0.98% of 360,000 active; AID 1347056;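 active = compounds whose plate-normalised and pattern-corrected inhibition of the luciferase reporter signal at the single screening dose is 50% or more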
NOD2-RIPK2 inh: blocks binding of human NOD2 to RIPK2; O43353; CHO BLA complementation NOD2-RIPK2, CCF4 ratio; 0.38% of 360,000 active; inhibition, % at 4.98 µM; AID 624267; in the data active = inhibition above about 21%;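 note: 0% = vehicle only and 100% = reference blocker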
NCOA3 inh: inhibits human SRC3 coactivator. Q9Y6Q9. HEK293 GAL4-SRC3 luciferase reporter, luminescence. inhibition, % at 3.6 µM. 0.17% of 360,000 active. AID 588352;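 active = inhibition above a per-campaign cutoff, the mean of all compounds plus 3 SD, cut at about 60% in these data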;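 note: 0% = DMSO-treated cells and 100% = gossypol-treated cells at 36 µM; higher means less SRC3-driven luciferase light from the GAL4 reporter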
LMP1 NFkB inh: inhibitors of Epstein-Barr LMP1-induced NF-kappaB reporter; LMP1-induced NF-kappaB luciferase reporter cells, luminescence; inhibition, % at 12.5 µM; 0.69% of 350,000 active; in the data active = inhibition above about 41%;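 note: 0% = neutral control wells and 100% = reference inhibitor control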
NR2F2 inh: inhibitors of human COUP-TFII (NR2F2); HEK293T NGFI-A luciferase reporter, luminescence; P24468; AID 686940; inhibition, % at 8.6 µM; 0.7% of 370,000 active;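 active = inhibition above a per-plate cutoff, mean inhibition of test wells between control levels plus 3 SD, cut at about 38% in these data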;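 note: cells cotransfected with COUP-TFII expression vector driving the NGFI-A reporter; 0% = median of COUP-TF2 test wells and 100% = reporter-only cells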
TWEAK-Fn14 inh: blocks TWEAK-Fn14 interaction in a reporter cell assay. TWEAK-stimulated Fn14 reporter cells, luciferase luminescence, 8 h. 2% of 360,000 active. inhibition, % at 10 µM; in the data active = inhibition above about 50%
NCOA2 inhibitor: human SRC2 (NCOA2) inhibition; Q15596; HEK293 GAL4-SRC2 luciferase reporter, luminescence; inhibition, % at 9 µM; 0.17% of 370,000 active; AID 651957;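 active = inhibition above the mean inhibition of all tested compounds plus 3 SD, set per campaign, cut at about 52% in these data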;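 note: 0% = DMSO treated cells and 100% = cells given Gossypol at 36 µM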
TRAIL sens C8: sensitizes caspase-8 expressing cells to TRAIL | NB7+C8 cells + TRAIL, ATPlite viability luminescence | 1% of 360,000 active | inhibition (viability loss, TRAIL sensitization), % at 10 µM;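 active = compounds causing at least 50% loss of cell viability in the single-dose screen, relative to plate controls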
TLR9-MyD88 block: inhibitors of human TLR9-MyD88 binding; inhibition, % at 4.98 µM; CHO BLA complementation TLR9-MyD88, CCF4 FRET ratio; Q9NR96+Q99836; 0.21% of 340,000 active;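 active = inhibition above the mean over all tested compounds plus 3 SD, cut at about 21% in these data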;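 note: 0% = DMSO only wells and 100% = clavulanate BLA inhibitor control wells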
Target sequence (Q99836 whole entry, looked up): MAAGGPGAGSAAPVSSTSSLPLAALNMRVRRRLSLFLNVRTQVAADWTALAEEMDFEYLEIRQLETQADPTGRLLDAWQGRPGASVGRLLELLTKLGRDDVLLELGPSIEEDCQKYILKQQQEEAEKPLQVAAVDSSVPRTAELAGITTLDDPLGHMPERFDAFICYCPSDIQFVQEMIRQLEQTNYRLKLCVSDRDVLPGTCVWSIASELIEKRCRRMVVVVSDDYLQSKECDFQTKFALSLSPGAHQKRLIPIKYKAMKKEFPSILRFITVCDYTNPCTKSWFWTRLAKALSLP
Target sequence (Q9NR96 whole entry, looked up): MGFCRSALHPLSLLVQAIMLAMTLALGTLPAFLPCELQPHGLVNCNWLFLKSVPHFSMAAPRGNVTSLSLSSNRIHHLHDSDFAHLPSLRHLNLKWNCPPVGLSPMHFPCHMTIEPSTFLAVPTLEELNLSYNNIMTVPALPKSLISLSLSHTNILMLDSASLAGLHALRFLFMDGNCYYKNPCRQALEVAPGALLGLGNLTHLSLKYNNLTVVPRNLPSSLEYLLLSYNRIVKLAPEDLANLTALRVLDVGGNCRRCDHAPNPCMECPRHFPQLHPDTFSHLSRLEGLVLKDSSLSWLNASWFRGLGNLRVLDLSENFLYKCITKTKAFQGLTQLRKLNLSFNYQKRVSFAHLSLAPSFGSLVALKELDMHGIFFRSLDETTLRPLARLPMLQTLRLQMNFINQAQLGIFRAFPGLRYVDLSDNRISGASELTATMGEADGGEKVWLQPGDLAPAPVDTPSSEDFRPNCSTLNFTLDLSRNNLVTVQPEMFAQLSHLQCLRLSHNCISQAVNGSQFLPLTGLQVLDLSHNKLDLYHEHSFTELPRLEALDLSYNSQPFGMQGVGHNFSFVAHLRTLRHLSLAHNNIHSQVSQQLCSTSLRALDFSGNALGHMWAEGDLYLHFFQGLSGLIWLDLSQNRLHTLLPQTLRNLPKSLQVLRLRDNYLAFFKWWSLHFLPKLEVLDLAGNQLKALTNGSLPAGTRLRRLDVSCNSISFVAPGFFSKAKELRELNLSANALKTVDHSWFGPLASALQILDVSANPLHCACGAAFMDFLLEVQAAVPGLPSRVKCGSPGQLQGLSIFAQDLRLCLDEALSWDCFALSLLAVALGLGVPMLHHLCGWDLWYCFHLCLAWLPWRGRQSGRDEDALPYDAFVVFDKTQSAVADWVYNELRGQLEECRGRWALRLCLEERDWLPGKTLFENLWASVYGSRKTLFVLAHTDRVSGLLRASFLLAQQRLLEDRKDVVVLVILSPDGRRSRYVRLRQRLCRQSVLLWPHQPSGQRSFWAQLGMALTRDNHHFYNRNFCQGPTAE
LRH-1 inv ag: inverse agonists of human LRH-1 (NR5A2). HEK293T StAR-luciferase reporter, LRH-1 transfected, 24 h. inhibition, % at 3.6 µM. 0.13% of 360,000 active;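 active = inhibition above the mean inhibition of all tested compounds plus 3 SD, cut at about 73% in these data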;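 note: 0% = DMSO wells and 100% = reporter-only cells lacking LRH-1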
* hit, by the source's call; . = no result given. A portion of the library; the hit share may differ from the screen's.

Molecule,NCOA1 inh,TROY signal inh,NOD2-RIPK2 inh,NCOA3 inh,LMP1 NFkB inh,NR2F2 inh,TWEAK-Fn14 inh,NCOA2 inhibitor,TRAIL sens C8,TLR9-MyD88 block,LRH-1 inv ag
O=C(NCc1cccc(Cl)c1)C1Cc2c(-c3ccccc3Oc3ccccc3)ccnc2O1 (centres undefined),-1,29,-29,12,.,7,26,-26,1,.,-20
CCC(C)Oc1cccc(C(=O)Nc2ccccc2N2CCOCC2)c1 (centres undefined),-11,24,-8,-7,-5,3,-7,-5,4,2,-9
CCc1ccc(C(=O)CN(C#N)c2nc(C)cc(C)n2)cc1,-19,7,-1,-9,-14,-9,62*,3,6,6,13
COc1ccccc1C(CNc1nc(C(F)(F)F)nc2ccccc12)N(C)C (centres undefined),12,3,-11,10,-4,7,35,10,12,-18,-1
O=C(CCC1CCCC1)NCc1cccs1,-3,-30,-12,-30,-16,0,-19,-26,-16,11,-3
O=C(NCCc1ccc(F)cc1)c1cc([N+](=O)[O-])ccc1N1CCOCC1,-6,-13,-4,0,7,20,4,3,10,4,4
CC(C)CCNC(=O)C1CC(c2ccc(C(F)(F)F)cc2)=NO1 (centres undefined),3,-13,-1,-21,3,0,-13,-3,-12,-5,14
CCC(C)/C(C)=N/NC(=O)c1ccc(COc2ccc(Cl)c(C)c2)cc1 (centres undefined),-53,-57,-1,-57,12,-16,1,-32,0,-10,-30
Cc1ccc(-n2c(C)cc(/C=N/NC(=O)CN(c3ccc(C)cc3C)S(C)(=O)=O)c2C)cc1,-11,-14,-5,-2,-7,5,13,-39,-6,-5,-13
Cc1ccc(C)c(S(=O)(=O)N2CCN(C(=O)CNC(=O)c3sc4ccccc4c3Cl)CC2)c1,-12,-13,-13,13,-3,-30,-28,-25,6,6,-7
COc1ccc(C2/C(=C(/O)c3ccccc3)C(=O)C(=O)N2CCCN2CCOCC2)cc1 (centres undefined),-27,-16,-13,2,-21,-9,-8,-16,-13,-1,-14
CCS(=O)(=O)Nc1cccc(C2=NN(S(=O)(=O)c3ccc(F)cc3)C(c3cccs3)C2)c1 (centres undefined),0,-16,-5,-2,0,2,17,14,-6,-15,-12
COc1ccc(/C=C(/C#N)C(=O)Nc2ccccc2C)cc1C(=O)O,1,-7,-2,6,7,4,14,6,-2,-2,-23
CSc1cccc(NC(=S)N(CCC(C)C)C2CCN(C(C)C)CC2)c1,4,6,0,9,6,-2,7,-3,9,-2,8
CN(C)S(=O)(=O)N1C(=O)c2ccccc2C1=O,10,-13,-6,12,0,-9,1,-9,-1,-8,3
Cn1ccnc1CC(O)(c1ccccc1)c1ccccc1,-6,8,4,0,-4,-2,-3,5,-3,-11,8
CCn1c2ccccc2c2cc(NC(=O)c3ccccc3[N+](=O)[O-])ccc21,0,-26,3,4,-9,-15,-19,-2,-23,-1,7
S=C(NCc1ccco1)N1CCN(c2ccccc2Cl)CC1,-7,-14,-6,6,-8,-11,-5,-2,9,4,-51
Cc1cccc(N2CCN(C(=O)c3cccs3)CC2)c1C,9,10,-1,14,9,13,-1,-18,-2,-9,-11
CCOCCn1c(CN2CCCCC2C)nc2c1c(=O)n(C)c(=O)n2C (centres undefined),1,-2,-4,17,-7,6,16,2,11,-4,-11
Cc1cc2cc(CNC(=O)c3ccc(S(=O)(=O)N4CCOCC4)cc3)ccc2n1C,13,-3,5,8,3,3,-16,-3,2,6,26
Cc1cccc(C)c1OCc1nc2ccccc2[nH]1,10,-13,9,11,-12,9,-6,-1,-2,-2,1
Cc1cc(C)cc(NC(=O)CSc2nnc(-c3ccc(S(=O)(=O)N4CCCC4)cc3)o2)c1,8,20,-4,9,0,9,5,9,-10,1,-12
CCC(=O)N1CCC(C)(C(=O)NCc2ccc(F)cc2)C1 (centres undefined),5,10,-14,-17,.,-16,28,-5,-9,.,-18
CCC(=O)Nc1ccc(C(=O)NNC(=O)c2ccc([N+](=O)[O-])cc2)cc1,2,6,-3,11,1,3,-18,-27,-7,0,-14
COc1ccccc1NC1=NC(CO)(CO)CS1,-20,9,-3,8,.,15,-13,10,12,.,6
COc1ccc(CCN(C)CCC(=O)Nc2c(C)cc(C)cc2C)cc1OC,2,-6,-3,-3,2,3,-13,-9,-6,10,2
CCCCCCCCCC(=O)N/N=C/c1ccc(C)s1,-8,-31,-13,-3,-9,5,-8,-26,-2,-2,12
O=C1NC[C@H](Cc2ccccc2)N(C[C@@H]2CCCN2C[C@H](Cc2ccc(O)cc2)N2C[C@H](Cc3ccccc3)N(CC3CCCCCC3)C(=O)C2=O)C1=O,.,11,-2,.,.,10,-14,-40,7,.,21
N#C/C(=C(/O)c1ccc([N+](=O)[O-])cc1)c1nc2ccccc2[nH]1,-14,-27,6,-1,.,-9,-16,-27,4,.,2

Ordered by number of heavy atoms (lowest first): some entries from above
Molecule,NCOA1 inh,TROY signal inh,NOD2-RIPK2 inh,NCOA3 inh,LMP1 NFkB inh,NR2F2 inh,TWEAK-Fn14 inh,NCOA2 inhibitor,TRAIL sens C8,TLR9-MyD88 block,LRH-1 inv ag
CN(C)S(=O)(=O)N1C(=O)c2ccccc2C1=O,10,-13,-6,12,0,-9,1,-9,-1,-8,3
CCC(=O)Nc1ccc(C(=O)NNC(=O)c2ccc([N+](=O)[O-])cc2)cc1,2,6,-3,11,1,3,-18,-27,-7,0,-14
Cc1ccc(-n2c(C)cc(/C=N/NC(=O)CN(c3ccc(C)cc3C)S(C)(=O)=O)c2C)cc1,-11,-14,-5,-2,-7,5,13,-39,-6,-5,-13

Next section:
Molecule,NCOA1 inh,TROY signal inh,NOD2-RIPK2 inh,NCOA3 inh,LMP1 NFkB inh,NR2F2 inh,TWEAK-Fn14 inh,NCOA2 inhibitor,TRAIL sens C8,TLR9-MyD88 block,LRH-1 inv ag
O=C(O)/C=C/c1ccc(S(=O)(=O)NCc2ccco2)cc1,7,-19,-6,12,1,-10,3,-59,-2,2,0
COc1cc(C(=O)N2CCN(C3CCC(C)CC3)CC2)cc(OC)c1OC (centres undefined),22,-6,-3,-7,-1,14,4,3,5,3,-10
CCNC(=O)C(=O)NCCC1CCCCN1S(=O)(=O)c1cccs1 (centres undefined),4,4,-14,12,3,3,-4,1,1,-2,10
Cc1c(CC(=O)NCCCCCC(=O)O)c(=O)oc2c(C)c3oc4c(c3cc12)CCCC4,2,0,8,-1,9,-12,8,-10,-9,-1,-15
Cc1ccccc1C(=O)NNC(=O)c1ccoc1C,-53,2,0,-8,-1,10,1,-7,-9,-1,-18
Fc1ccc(-c2nc(-c3cccs3)no2)cc1,-74,-63,0,-53,-36,-17,-14,-45,1,-7,-67
O=C(Cn1cnc2ccccc2c1=O)NCC(=O)N1CCN(Cc2ccc3c(c2)OCO3)CC1,-8,9,5,-6,-3,15,1,9,1,-17,-9
CCCCn1c(N)c(N(CCC(C)C)C(=O)c2ccc(-c3ccc([N+](=O)[O-])cc3)o2)c(=O)[nH]c1=O,2,-27,-11,11,-5,12,9,2,47,-13,-16
Cc1ccc(OCCC(=O)N(CC(=O)Nc2ccccc2C(F)(F)F)Cc2ccco2)cc1,0,7,10,4,0,-16,27,2,14,7,-5
Cc1ccc(Nc2nc(-c3ccncc3)nc3ccccc23)cc1,2,1,-13,3,.,3,-29,16,5,.,14
COc1cc(CC(=O)NNC(=O)c2cc(C)oc2C)cc(OC)c1OC,-12,12,1,2,6,-12,-2,12,16,-11,-8
Cc1cccc(NC(=O)CSc2nc3nc(C)cc(C)n3n2)c1,13,-11,-5,19,-2,-7,-13,-5,-15,0,-2
Cc1ccccc1OCc1nc2ccccc2c(=O)n1/N=C/c1ccco1,-21,5,-4,-2,-3,-16,-12,-29,1,0,-30
CC(C)(C)c1ccc(C(=O)NNC(=O)c2ccc(Cl)cc2)cc1,-1,-3,-4,1,0,-2,-3,-10,-2,9,-18
CCc1nc2ccccc2c(C(=O)OCC(=O)Nc2cccc(S(=O)(=O)NC3=NCCCCC3)c2)c1C,7,60*,-7,19,30,64*,80*,11,30,-8,3
COc1ccc(Cl)cc1NC(=O)C/C(C)=N/NC(=O)CC#N,1,-12,-13,3,-7,-8,6,-2,2,-8,20
C[C@H](CO)N1C[C@H](C)[C@@H](CN(C)Cc2ccc3c(c2)OCO3)OCc2cnnn2CCCC1=O,13,0,-3,11,4,-6,-16,-24,-2,-3,23
Cc1ccc(-c2cnc(C(O)c3c(C)cccc3C)[nH]2)cc1 (centres undefined),-5,0,3,0,.,-19,0,6,-15,.,2
CC(C)(C)NC(=O)COC(=O)c1c2c(nc3ccccc13)CCC2,-3,-16,-9,6,-2,-8,61,14,8,-2,5
COC(=O)CN1C(=O)N(c2ccccc2)C(N(O)C(=O)Nc2ccccc2)C1(C)C (centres undefined),-18,-27,-7,-4,-4,-22,0,-21,-23,-1,-13
CCCCN1C(=O)C2ON(c3ccccc3C)C(c3ccco3)C2C1=O (centres undefined),-11,-14,-2,17,-5,.,7,.,16,-2,10
O=C1CSC(c2cccc(Cl)c2Cl)N1c1ccccn1 (centres undefined),6,3,-6,4,2,-17,-2,-1,1,-3,-17
CSc1nnc2sc3cc(C)ccc3n12,-30,-27,-5,-15,-19,-22,-6,-62,-3,1,16
O=C(Cc1ccc(Cl)cc1)Nc1ccc2c(c1)C(=O)NC2=O,-1,25,-10,3,1,2,-2,-2,-1,3,3
COC(=O)C[C@@H]1C[C@H]2c3cc(NS(=O)(=O)c4ccccc4)ccc3O[C@H]2[C@@H](CO)O1,-1,0,-1,-23,-3,-3,16,-27,-27,17,-1
CN(C)Cc1cc(C(C)(C)c2cc(CN(C)C)c(O)c(CN(C)C)c2)cc(CN(C)C)c1O,16,6,-2,8,3,3,12,-18,17,-7,-16
COc1cccc(S(=O)(=O)N(C)C[C@H]2OCc3cnnn3CCCC(=O)N([C@H](C)CO)C[C@@H]2C)c1,-12,-6,-10,-8,-4,9,-12,0,-8,-11,1
Cn1c(NCC2CCCCC2)nc2cc(-c3ccsc3)sc2c1=O,-14,-1,-7,-30,.,-7,21,-6,-10,.,8
CCOC(=O)c1ccc(NC(=S)NCCCN2CCCC2=O)cc1,-1,-5,-2,7,2,15,-2,-8,5,-4,3
O=C(Nc1cccc(/C=C/c2ccccn2)c1)c1cc(Cl)ccn1,-31,16,-8,-64,-17,-22,23,-38,5,9,-108
CCOC(=O)C(CC)Sc1ncnc2nc[nH]c12 (centres undefined),0,16,1,-3,0,-12,-8,-18,-9,9,-11
O=C(CSc1nc2nn(-c3ccccc3)c(=O)c-2c2n1CCCCC2)Nc1cccc(F)c1,8,3,-4,-4,4,-6,22,1,-4,-28,15
Cc1ccccc1NC(=O)C(=O)NCCCN1CCOCC1,-5,7,5,-21,-3,11,-5,-4,3,3,-16
O=C1c2ccccc2C(=O)N1c1cccnc1,-18,-3,-7,7,3,10,-5,-8,-7,4,11
CC(Sc1nnc(N)s1)c1ccccc1Cl (centres undefined),-16,-17,9,2,2,-7,-5,-6,-1,-5,-29
CC(OC(=O)c1cccc(-n2cnnn2)c1)c1nc2ccccc2c(=O)[nH]1 (centres undefined),-14,-5,-3,25,-4,3,13,1,10,-7,12
NS(=O)(=O)c1ccc(NC(=O)c2ccc(COc3ccccc3)o2)cc1,-9,0,-3,14,-4,29,9,-3,2,1,-17
